FLuc counter: qHTS profiling assay for firefly luciferase inhibitor/activator using purifed enzyme and Km concentrations of substrates (counterscreen for miR-21 project) | Potency, µM (titrated, usually from 57.5 µM), inactives show at the highest dose activity change, negative = inhibition, most hits filed as inhibitors | AID 588342, 2011 | purified FLuc, Km substrates, luminescence inhibition | Luciferin 4-monooxygenase (Photinus pyralis), P08659 | 360,000 compounds, 6.9% hits;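 also: plate controls were vehicle for no effect and reference inhibitor for full effect; nearly all actives have a fitted effect of over 55% in size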
Target sequence (P08659 whole entry, looked up): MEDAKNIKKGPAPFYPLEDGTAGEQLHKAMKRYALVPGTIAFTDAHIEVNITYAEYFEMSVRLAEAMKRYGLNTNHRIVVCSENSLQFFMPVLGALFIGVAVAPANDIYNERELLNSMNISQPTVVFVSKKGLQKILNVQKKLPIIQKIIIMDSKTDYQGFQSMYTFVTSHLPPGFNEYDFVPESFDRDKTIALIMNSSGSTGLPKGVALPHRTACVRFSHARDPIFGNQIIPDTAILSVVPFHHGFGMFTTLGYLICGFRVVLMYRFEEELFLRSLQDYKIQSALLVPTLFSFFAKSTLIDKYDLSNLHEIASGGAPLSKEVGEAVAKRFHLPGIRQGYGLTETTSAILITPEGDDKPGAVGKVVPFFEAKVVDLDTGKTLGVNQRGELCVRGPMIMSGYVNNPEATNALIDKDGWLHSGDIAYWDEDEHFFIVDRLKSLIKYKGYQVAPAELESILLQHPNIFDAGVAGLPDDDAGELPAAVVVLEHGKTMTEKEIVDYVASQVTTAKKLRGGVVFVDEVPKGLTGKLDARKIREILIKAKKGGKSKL
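Biochemical qHTS of compounds, final roughly 60 µM downward over six points, against 10 nM purified firefly luciferase using Km concentrations of substrates (10 uM D-luciferin, 10 uM ATP) in Tris acetate pH 7.5 buffer; luminescence output.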
BRCA1 expr act: qHTS Assay to Identify Small Molecule Activators of BRCA1 Expression; Potency, µM (series often up to 46.1 µM), without a hit: at the highest dose activation, hits mostly activators; MCF7-BRCA1-FFLuc reporter, luminescence, 48 h; response scale: scaled: vehicle 0%, 10 µM genistein 100%; 380,000 compounds, 1.1% hits; AID 624202, 2012; also: nearly all actives have a fitted effect of over 80% in size; some results filed as inactive show a strong effect at the top dose
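Reporter cells (MCF7, BRCA1 promoter-firefly luciferase) received library compounds across a concentration series for 48 h. End-point luminescence was measured and concentration-effect curves derived after normalization.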
An asterisk follows results filed as active; u = inconclusive. Calls follow the shape of the dose curve; as a rule, active = well fitted curve in the direction sought with a large enough effect; inconclusive = small, poorly fitted or top-dose-only effect, or another doubt; inactive = no such curve, though single readings can be large; an effect the other way counts as inactive or inconclusive. Potency is read from the fitted curve at half-maximal effect. A portion of the library; the hit share may differ from the screen's.

SMILES	FLuc counter	BRCA1 expr act
COc1cccc(NC(=O)Cn2c(=O)n(Cc3ccc(C(=O)NCc4ccc5c(c4)OCO5)cc3)c(=O)c3ccccc32)c1	0%	6%
COc1ccc(N2CCN(C(=O)CCc3c(C)nc4cc(-c5ccc(OC)cc5OC)nn4c3C)CC2)cc1	-10%	-4%
COC(=O)c1ccc(OCC2c3cc(OC)c(OC)cc3CCN2C(=O)Cc2ccc(OC)cc2)cc1 (stereo unspecified)	2%	15%
CC(Nc1ccc(-c2nc(-c3ccncc3)no2)cc1[N+](=O)[O-])c1ccccc1 (stereo unspecified)	-7%	4%
Cc1cccc(-c2nnc(SCCC(=O)O)o2)c1	11µM*	-67%
CCOC(=O)c1c(C)[nH]c(C)c1S(=O)(=O)N(C)CC(=O)Nc1ccc(CC)cc1	4%	-10%
Cc1cc(F)ccc1NC(=O)C1CCC(CNS(=O)(=O)c2ccc3c(c2)CCCC(=O)N3)CC1 (stereo unspecified)	3%	-22%
Cc1ccc(Cl)cc1NC(=O)CN1C(=O)c2cccc3cccc1c23	-3%	12%
Cc1ccc(-c2nn3c(=O)cc(CN4CCN(C(=O)c5ccc(C(C)(C)C)cc5)CC4)nc3s2)cc1	0%	0%
Cc1cccc(OCC(=O)N(Cc2cccs2)c2ccc(Cl)cc2)c1C	-17%	10%
Cc1nn2c(=O)cc(COc3ccc(/C=C(\C#N)C(=O)Nc4ccccc4)cc3Cl)nc2s1	0%	13%
CCOC(=O)c1cccc(NC(=O)NCc2ccc3c(c2)CCN3C(=O)c2ccccc2)c1	-14%	-39%
Cc1oc(-c2ccc(C(=O)NCCC(C)C)cc2)nc1CN1CCc2ccccc21	-3%	-44%
CC(C)c1noc(-c2ccccc2OCC(=O)Nc2cccc([N+](=O)[O-])c2)n1	-8%	0%
CCOc1ccccc1NC1(c2ccccc2)C(=O)c2ccccc2C1=O	-9%	14%
CCN(CC)C(=O)c1ccc2c(c1)N(Cc1ccc(C(F)(F)F)cc1)C(=O)c1ccccc1S2	u	-44%
CCOC(=O)c1ccc(N2C(=O)c3[nH]nc(-c4ccccc4)c3C2c2ccc(CC)cc2)cc1 (stereo unspecified)	-2%	-73%
COc1ccc(CNC(=O)CCc2c(C)nn(-c3ccc(N4CCOCC4)nn3)c2C)cc1	-5%	14%
CCCN(CCC)C(=O)Cn1c(=O)n(-c2ccc(CC)cc2)c(=O)c2c3c(sc21)CCC3	-9%	3%
CCOC(=O)c1ccc(N2C(=O)c3n[nH]c(-c4ccco4)c3C2c2ccc(F)cc2)cc1 (stereo unspecified)	3%	-71%
CC(C)(C)NC(=O)CSc1nc(-c2ccc(F)cc2)cc(C(F)(F)F)n1	3%	-4%
Cc1cccc(C(=O)NC2(C(F)(F)F)N=C(c3ccccc3)N(Cc3ccccc3)C2=O)c1 (stereo unspecified)	8%	7%
COc1ccc(S(=O)(=O)NCc2cccn2Cc2cc(C)ccc2C)cc1OC	2%	-2%
CC(Nc1ccc(-c2nc(-c3ccco3)no2)cc1[N+](=O)[O-])c1ccccc1 (stereo unspecified)	u	0%
CCOC(=O)c1ccc(NC(=O)CSc2nccn2-c2ccc(OCC)cc2)cc1	-7%	-13%

3 neighbouring entries out of the list so far, for reference:
SMILES	FLuc counter	BRCA1 expr act
COc1cccc(NC(=O)Cn2c(=O)n(Cc3ccc(C(=O)NCc4ccc5c(c4)OCO5)cc3)c(=O)c3ccccc32)c1	0%	6%
COc1ccc(N2CCN(C(=O)CCc3c(C)nc4cc(-c5ccc(OC)cc5OC)nn4c3C)CC2)cc1	-10%	-4%
COC(=O)c1ccc(OCC2c3cc(OC)c(OC)cc3CCN2C(=O)Cc2ccc(OC)cc2)cc1 (stereo unspecified)	2%	15%

Next structures
SMILES	FLuc counter	BRCA1 expr act
CC(=O)c1ccc(NC(=O)COc2ccccc2-c2nc(-c3ccccc3)no2)cc1	3%	0%
O=C(CSc1nc(-c2ccc(F)cc2)cc(C(F)(F)F)n1)NCc1ccccc1	2%	5%
Cc1cc2nn(-c3ccc(F)cc3)nc2cc1NC(=O)c1cccc([N+](=O)[O-])c1C	2%	-2%
CCOC(=O)Cn1c(=O)n(CC2CCCO2)c2nc(-c3ccc(OC)cc3OC)nc(C(N)=O)c21 (stereo unspecified)	-2%	-14%
CCCN(CCC)CCNC(=O)c1cc2c(=O)oc3ccc(C)cc3c2s1	2%	-3%
Cc1cccc(N2CCN(c3nc4ccc(C)cc4n4cnnc34)CC2C)c1 (stereo unspecified)	-19%	9%
CCCOC1(C(F)(F)F)NC(=O)N(c2ccc(Cl)cc2)C1=O (stereo unspecified)	-9%	-15%
CC(=O)c1ccc(NC(=O)C2CCC(CNS(=O)(=O)c3ccc4c(c3)CCCC(=O)N4)CC2)cc1 (stereo unspecified)	2%	-30%
CC1CCN(S(=O)(=O)c2ccc3c(c2)N(CC(=O)N2CCN(c4ccc(Cl)cc4)CC2)C(=O)CO3)CC1	-2%	-13%
Cc1ccc(-c2c(C(=O)N3CCN(c4cccc(C)c4C)CC3)oc(=O)c3ccccc23)cc1	-1%	-9%
Cc1cc(C)cc(C(=O)Nc2nnc3n2CCS3)c1	-2%	-7%
CCc1cccc(NC(=O)CN2C(=O)COc3ccc(S(=O)(=O)Nc4ccccc4)cc32)c1	u	-15%
Cc1cc(C)cc(-n2ccnc2SCC(=O)Nc2cccc3ccccc23)c1	-15%	-17%
Cc1ccc(NC(=O)Cn2cnc3sc(C)c(S(=O)(=O)N4CCN(c5ncccn5)CC4)c3c2=O)cc1F	-1%	1%
CCOc1ccc(-n2c(SCC(=O)N3CCCCCC3)nc3c([nH]c4ccccc43)c2=O)cc1	1%	6%
COc1ccccc1NC(=O)Cn1c(=O)n(Cc2cccs2)c(=O)c2cccnc21	2%	0%
Cc1cc(N2CCN(c3cccc(C(F)(F)F)c3)CC2)n2nc(-c3ccccc3C)nc2n1	4%	16%
O=C(CSc1nc(=O)n(Cc2cccnc2)c2c1CCC2)Nc1cccc(Cl)c1	6%	7%
Cc1cc(=O)n2nc(N3CCC(C(=O)Nc4ccc(Br)cc4F)CC3)sc2n1	-8%	0%
Cc1cc(Nc2cccc(Cl)c2)nc2ccc(NC(=O)Cc3c(F)cccc3Cl)cc12	0%	-51%
Cc1cc2c(cc1S(=O)(=O)CCC(=O)Nc1ccc(OC(F)(F)F)cc1)OCC(=O)N2	-16%	7%
CCn1c(=O)c2cc(C(=O)N(C)c3cc(C)ccc3C)sc2c2ccccc21	-18%	-7%
COc1cc(C2CC(=O)Nc3c2c(=O)[nH]c2nc4ccccc4n32)ccc1O (stereo unspecified)	-12%	7%
CCn1c(=N)c(C(=O)NCc2ccccc2)cc2c(=O)n3cccc(C)c3nc21	3%	15%
CC(=O)N1CCc2cc(Br)cc(S(=O)(=O)CCC(=O)NCCc3ccc(Cl)cc3)c21	-11%	-2%

Some of these compounds in order of count of non-hydrogen atoms, largest number first:
SMILES	FLuc counter	BRCA1 expr act
CCc1cccc(NC(=O)CN2C(=O)COc3ccc(S(=O)(=O)Nc4ccccc4)cc32)c1	u	-15%
CCn1c(=N)c(C(=O)NCc2ccccc2)cc2c(=O)n3cccc(C)c3nc21	3%	15%
Cc1cc(C)cc(C(=O)Nc2nnc3n2CCS3)c1	-2%	-7%

More results:
SMILES	FLuc counter	BRCA1 expr act
CCOC(=O)c1cc(OC(=O)c2cc(OC)cc(OC)c2)n(-c2ccccc2)n1	-13%	10%
CCc1ccc(NC(=O)Cn2c(=O)n(CCCC(=O)NCCc3ccc(OC)c(OC)c3)c(=O)c3ccccc32)cc1	2%	6%
CC(C)(C)C(=O)Cn1c(=O)n(-c2ccc(Cl)cc2)c(=O)c2c3c(sc21)CCCC3	4%	5%
CN1C(=O)C2(SCC(=O)N2c2cccc(C(F)(F)F)c2)c2ccccc21 (stereo unspecified)	0%	8%
COc1cc2c(=O)n(Cc3ccccc3Cl)c(=O)n(CC(=O)Nc3ccc(C)c(C)c3)c2cc1OC	2%	3%
CCn1ccc2cc(S(=O)(=O)N3CCCN(C(=O)Nc4cccc(SC)c4)CC3)ccc21	-1%	-43%
CCC(=O)N1c2ccc(S(=O)(=O)CCC(=O)Nc3ccc(Br)c(C)c3)cc2CC1C (stereo unspecified)	u	-37%
CCn1c(CNC(=O)c2ccc(OC)cc2)nnc1SCC(=O)Nc1cccc(C)c1C	1%	-8%
CCOc1ccccc1NC(=O)Cn1nnc(C(=O)Nc2ccc(C)c(C)c2)c1N	-9%	0%
Cc1cccc(CCNC(=O)C2CCN(c3nc4ccccc4nc3C(F)(F)F)CC2)c1	-1%	14%
Cc1ccc(CCNC(=O)CN(c2ccc(C)cc2)S(=O)(=O)N(C)C)cc1	0%	0%
Cc1cc(NC(=O)CSc2nc3c([nH]c4ccccc43)c(=O)n2-c2cccc(Cl)c2)no1	-3%	-20%
Cc1ccc(-c2nn3c(=O)cc(CN4CCN(C(=O)Nc5cccc(C(F)(F)F)c5)CC4)nc3s2)cc1	1%	1%
CCc1ccc(NC(=O)CCc2nnc3n(C)c(=O)c4sccc4n23)cc1	1%	0%
CC(Oc1ccccc1)C(=O)N1CCN(Cc2cc(=O)n3nc(-c4ccccc4Cl)sc3n2)CC1 (stereo unspecified)	-6%	0%
CCCn1c(=O)n(-c2cc(Cl)c(OC)cc2OC)c(=O)c2c3c(sc21)CN(C(C)=O)CC3	4%	0%
CCCN1C(=O)C2(c3ccccc31)c1c(oc3ccc(C)cc3c1=O)C(=O)N2CCOC (stereo unspecified)	4%	0%
COc1ccc(CC(=O)N2CCc3cc(OC)c(OC)cc3C2COc2ccc(F)cc2)cc1 (stereo unspecified)	-11%	-19%
O=C(CN1C(=O)COc2ccc(S(=O)(=O)N3CCOCC3)cc21)N1CCN(c2ccc(Cl)cc2)CC1	-1%	-2%
O=C(CCCn1c(=O)c2ccccc2n(Cc2cccc(F)c2)c1=O)NCc1ccccc1Cl	0%	9%
COc1ccccc1CNC(=O)c1cc2cc3ccc(Cl)cc3nc2o1	-9%	-7%
Cc1nc2c(c(C)c1CCC(=O)NCc1ccc(Cl)cc1)c(=O)n(C)c(=O)n2C	-3%	1%
Cc1nn2c(=O)cc(COC(=O)COc3ccc(F)cc3)nc2s1	-2%	22%
COc1ccc(C(=O)Nc2c(C(=O)c3ccc(F)cc3)oc3ccccc23)cc1	-1%	0%
COc1ccc(-c2cnc(C)o2)cc1S(=O)(=O)Nc1ccc(NC(C)=O)cc1	-2%	-1%

Carrying on:
SMILES	FLuc counter	BRCA1 expr act
COc1ccccc1C(=O)OCc1cc(=O)n2nc(C(C)C)sc2n1	-16%	3%
CCCCOC(=O)CSc1ncnc2sc3c(c12)CCC(C)C3 (stereo unspecified)	u	2%
COc1ccc2c(CNCCc3cccs3)c(C(=O)O)n(Cc3ccccc3)c2c1	0%	-1%
Cc1nn2c(=O)cc(COc3ccc(/C=C(\C#N)C(=O)Nc4ccc(F)cc4)cc3)nc2s1	2%	-2%
O=C(Cc1ccc(F)cc1)NC1CC(=O)N(c2ccc3c(c2)OCCO3)C1 (stereo unspecified)	-4%	15%
Cc1ccc(COC(=O)c2ccc(-c3nnn(Cc4ccc(C)cc4)n3)cc2)cc1	-1%	7%
COc1ccc(NC(=O)Cn2c(=O)n(-c3ccc(C)c(C)c3)c(=O)c3c4c(sc32)CCCCC4)cc1Cl	-1%	-6%
Cc1nn(-c2ccc(F)cc2)c(-n2cccc2)c1C(=O)NCCCN1CCN(c2cccc(Cl)c2)CC1	-13%	-54%
CCOC(=O)C1CCN(C(=O)c2ccc3c(c2)N=C(CC)c2cc(C)ccc2S3)CC1	-11%	28%
COc1ccc(-c2nc3cc(C)ccn3c2NC(=O)c2ccc(C)c(C)c2)cc1	1%	-6%
O=C(Nc1cccc(F)c1)[C@H](CSCc1ccccc1)N1Cc2ccccc2C1=O	-4%	11%
COc1ccc(N(CC(=O)N2CCN(c3ccc(F)cc3)CC2)S(=O)(=O)c2c(C)nn(C)c2C)cc1	-2%	-17%
O=C(Cn1c(=O)ccc2cc(S(=O)(=O)N3CCCC3)ccc21)Nc1ccc(Cl)cc1	0%	3%
CCS(=O)(=O)N1CCc2cc(C(=O)NC(C)c3ccccc3)ccc21 (stereo unspecified)	-2%	-3%

Exported with values under each structure: part of the list above
Below each SMILES: FLuc counter, BRCA1 expr act
> Cc1cccc(C(=O)NC2(C(F)(F)F)N=C(c3ccccc3)N(Cc3ccccc3)C2=O)c1 (stereo unspecified)
  8%, 7%
> COc1ccc(S(=O)(=O)NCc2cccn2Cc2cc(C)ccc2C)cc1OC
  2%, -2%
> CC(Nc1ccc(-c2nc(-c3ccco3)no2)cc1[N+](=O)[O-])c1ccccc1 (stereo unspecified)
  u, 0%

Screening results deposited in PubChem BioAssay by National Center for Advancing Translational Sciences (NCATS).
